Bioassay records deposited in PubChem BioAssay by National Center for Advancing Translational Sciences (NCATS).
MCF10A rerep: A quantitative high throughput screen for small molecules that induce DNA re-replication in MCF 10a normal breast cells. MCF 10A DNA re-replication, Hoechst nuclear intensity, 48 h. Potency, µM (top dose mostly 46.1 µM), inactives show at the highest dose activity, positive = re-replication, hits mostly activators. actives 2.9% (n = 350,000); also: % of control where 0% means no effect; nearly all actives have a fitted effect of over 50% in size
TGFb SMAD3 inh: qHTS for Inhibitors of TGF-b | AID 588855, 2011 | actives 1.2% (n = 410,000) | HepG2 CAGA-GFP TGF-b/SMAD3 reporter, GFP fluorescence, 18 h; TGF-beta stimulated, 500 pg/mL final | Potency, µM (series often up to 46.1 µM), without a hit: at the highest dose activity, negative = inhibition, hits mostly inhibitors; also: % is scaled to controls: 0 for no effect and ±100 for the full control effect; nearly all actives have a fitted effect of over 65% in size
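HEPG2 CAGA-GFP reporter cells (1000/well, DMEM with 1% FBS) received compounds, then recombinant TGF-beta at 500 pg/mL final for 18 hours at 37 degrees C. Per-cell GFP summed per well was normalised to unstimulated and stimulated DMSO controls before curve fitting.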
ATXN2 expr inh: Primary qHTS for Inhibitors of ATXN expression | HEK-293 ATXN2-luciferase reporter, luminescence, 24 h | actives 0.72% (n = 360,000) | AID 1745845, 2022 | Potency, µM (titrated, usually from 57 µM), inactives show top-dose activity change, negative = inhibition, actives largely listed as inhibitors; also: % is scaled to controls: 0 for no effect and ±100 for the full control effect; nearly all actives have a fitted effect of over 55% in size
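ATXN2-luciferase reporter cells (luciferase flanked by upstream and downstream ATXN2 gene portions) were treated 24 h at 37 °C with compounds at up to 57 uM. SteadyGlo luminescence gave expression; GF-AFC fluorescence gave viability.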
Nrf2 inh: Nrf2 qHTS screen for inhibitors; A549 ARE-Fluc reporter, luciferase luminescence, 18-24 h; Potency, µM (highest dose often 46 µM), for inactives: at the top dose activity change, negative = inhibition, hits mostly inhibitors; actives 2.1% (n = 360,000); AID 504444, 2011; also: % is scaled to controls: 0 for no effect and ±100 for the full control effect; nearly all actives have a fitted effect of over 60% in size
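Concentration-response testing used A549 ARE_Fluc cells at 5000 cells/well. Following an 18-24 h compound incubation, viability was read by fluorescence (Ex 405/Em 525) and luciferase output by luminescence.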
Nrf2 ARE act: qHTS of Nrf2 Activators | AREc32 ARE-luciferase reporter (MCF7-derived line), luminescence, 24 h | Potency, µM (titrated, usually from 46.1 µM), for inactives: top-dose activation, hits mostly activators | actives 0.31% (n = 410,000) | AID 624171, 2012; also: % of control where 0% means no effect; nearly all actives have a fitted effect of over 65% in size
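Luminescent ARE reporter assay in AREc32_Fluc cells: overnight plating at 37 deg C, 24 hr compound incubation, Steady-Glo added, 30 min RT before reading.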
EPAC2 antagonist: qHTS for Antagonist of cAMP-regulated guanine nucleotide exchange factor 2 (EPAC2): primary screen. AID 720708, 2013. actives 0.18% (n = 360,000). Potency, µM (titrated, usually from 114 µM), without a hit: at the highest dose activity, negative = inhibition, most hits filed as inhibitors. Rap guanine nucleotide exchange factor 4 (Homo sapiens), Q8WZA2. EPAC2 GEF exchange of Rap1B-BODIPY-GDP, fluorescence; also: % is scaled to controls: 0 for no effect and ±100 for the full control effect; nearly all actives have a fitted effect of over 45% in size; many of its hits are not listed in these tables
Target sequence (Q8WZA2 whole entry, looked up): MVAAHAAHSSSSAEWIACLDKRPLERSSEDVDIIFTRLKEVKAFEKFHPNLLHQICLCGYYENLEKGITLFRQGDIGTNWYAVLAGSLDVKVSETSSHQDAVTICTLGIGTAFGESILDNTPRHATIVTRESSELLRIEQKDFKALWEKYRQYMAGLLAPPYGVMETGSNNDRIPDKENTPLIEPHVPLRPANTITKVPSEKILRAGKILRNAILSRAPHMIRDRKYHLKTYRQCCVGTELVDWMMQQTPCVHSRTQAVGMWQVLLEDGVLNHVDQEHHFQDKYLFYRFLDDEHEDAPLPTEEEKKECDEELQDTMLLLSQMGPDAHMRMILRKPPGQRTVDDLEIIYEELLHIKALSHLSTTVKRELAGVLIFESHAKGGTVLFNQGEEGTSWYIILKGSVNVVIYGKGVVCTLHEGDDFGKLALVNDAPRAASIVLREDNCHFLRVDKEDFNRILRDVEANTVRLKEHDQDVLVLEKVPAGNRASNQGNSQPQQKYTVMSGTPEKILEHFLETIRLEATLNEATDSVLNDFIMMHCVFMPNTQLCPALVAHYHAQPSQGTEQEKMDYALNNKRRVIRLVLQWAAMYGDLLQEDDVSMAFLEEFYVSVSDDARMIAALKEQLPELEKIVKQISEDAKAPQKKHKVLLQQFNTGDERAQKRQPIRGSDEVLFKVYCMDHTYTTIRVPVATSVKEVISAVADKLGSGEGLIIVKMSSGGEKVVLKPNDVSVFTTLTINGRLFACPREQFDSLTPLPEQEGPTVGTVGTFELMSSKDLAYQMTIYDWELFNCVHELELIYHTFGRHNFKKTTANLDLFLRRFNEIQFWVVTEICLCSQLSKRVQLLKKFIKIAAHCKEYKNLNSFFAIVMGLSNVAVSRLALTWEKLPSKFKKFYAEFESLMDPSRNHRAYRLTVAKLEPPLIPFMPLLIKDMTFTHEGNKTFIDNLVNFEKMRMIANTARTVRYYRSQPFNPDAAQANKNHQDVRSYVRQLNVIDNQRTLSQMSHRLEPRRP
S2 tox: Viability Counterscreen for Primary qHTS for Inhibitors of ATXN expression; actives 0.49% (n = 400,000); S2 cells (HEK-293 line with an ATXN2-luciferase reporter) viability, CellTiter-Fluor protease fluorescence, 24 h; Potency, µM (top dose mostly 56.7 µM), hits mostly cytotoxic; also: nearly all actives have a fitted effect of over 40% in size
HepG2 tox: qHTS for Inhibitors of TGF-b: Cytotox Counterscreen; HepG2 CAGA-GFP viability, ATP luminescence, 18 h; Potency, µM (highest dose often 46.1 µM), inactives show at the highest dose activity change, negative = cytotoxicity, actives largely listed as cytotoxic; actives 0.76% (n = 410,000); also: some results filed as inactive show a strong effect at the top dose
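HepG2 CAGA-GFP cells (1000/well, DMEM with 1% FBS) received compound, then TGF-beta at 500 pg/mL final, and were incubated 18 hours at 37 degrees C. Viability was read by CellTiter-Glo luminescence. Media-only wells were set as complete cell-killing and DMSO as no toxicity.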
A549 viability: Nrf2 qHTS screen for inhibitors: counterscreen for cytotoxicity. A549 ARE-Fluc cells, CellTiter-Fluor viability, 18-24 h. Potency, µM (doses to about 46 µM), for the others: at the top dose activity change, negative = cytotoxicity, usual class: inhibitors. actives 0.16% (n = 390,000). AID 504648, 2011; also: % is scaled to controls: 0 for no effect and ±100 for the full control effect
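A549 ARE_Fluc cells in 5% FBS OPTI-MEM were exposed to compounds in concentration-response for 18-24 h at 37 deg C. Viability was read by CellTiter-Fluor fluorescence (Ex 405/Em 525) after 30 min, before the luciferase read.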
* = called active by the depositor; i = inactive; u = inconclusive; x = no result given; & = joins results of further samples; [ ] = another dose, or the depositor's remark. Calls follow the shape of the dose curve; as a rule, active = well fitted curve in the direction sought with a large enough effect; inconclusive = small, poorly fitted or top-dose-only effect, or another doubt; inactive = no such curve, though single readings can be large; an effect the other way counts as inactive or inconclusive. Potency is read from the fitted curve at half-maximal effect. These rows are one share of the data. The share of hits here may be higher or lower than overall.

Under each structure: TGFb SMAD3 inh, S2 tox, ATXN2 expr inh, A549 viability, Nrf2 ARE act, MCF10A rerep, Nrf2 inh, HepG2 tox, EPAC2 antagonist
1: Cc1nc(Cl)sc1C(=O)Nc1ccccc1Cl
    -2%, i, x, -5%, u, 21%, -3%, 3%, -1%
2: O=C(NCc1ccc2c(c1)OCO2)c1nc(Cn2cc(Br)cn2)no1
    11%, i, 1%, 0%, 0.7%, -13%, -8%, -2%, -1%
3: CN(Cc1ccccc1)C(=O)c1ccc2c(c1)NC(=O)C(N1CCOCC1)S2 (centres undefined)
    -5%, i, -20%, -4%, -0.3%, 9%, u, -9%, 2%
4: COCc1nc2ccccc2n1Cc1cccc(C)c1
    -17%&0%, i, 15%&-14%, 5%&1%, 0.8%&-0.6%, -1%, 18%&5%, 4%&-3%, 6%[57.1 µM]
5: O=C(Nc1ccccc1-c1ccccc1)c1ccc(=O)[nH]n1
    0%, i, 30%, 1%, 3.6%, 1%, u, -28%, -4%
6: CC1CCN(c2ccc(-c3cccc(NS(=O)(=O)c4ccc(F)cc4F)c3)nn2)CC1
    u, u, 31%, 2%, 0.4%, x, x, -14%, x
7: C=CCn1nc(-c2ccccc2)cc1C(=O)OCC
    3%, i, 8%, 10%, 7.9%, 2%, 3%, -2%, 8%
8: COc1ccc(CNn2cnnc2)c(O)c1
    21%, i, -7%, 0%, -0.1%[9.22 µM], -10%, 1%, 4%, 8%
9: O=C(O)CCCCCNS(=O)(=O)c1cccc2nsnc12
    1%, i, 2%, 3%, 0.1%, -4%, -1%, 2%, 5%
10: O=C(N/N=C/c1c[nH]c2ccccc12)C1CC1(c1ccccc1)c1ccccc1 (centres undefined)
    u, u, u, u, -0.4%, u, -23%, -112%, u
11: Cc1cccn2c(=O)c(/C=C(\C#N)C(=O)NCc3ccco3)c(N3CCOCC3)nc12
    -3%, u, 16%, -16%, 2.1%, 17%, -14%, -36%, 1%
12: C[C@H](CO)N1C[C@H](C)[C@H](CN(C)C(=O)Nc2cccc3ccccc23)OCc2cnnn2CCCC1=O
    u, i, -8%, x, 0.3%, x, x, 0%, 4%
13: CCOc1ccccc1N(C)C(=O)c1cc2c(s1)-c1ccccc1OC2
    u, u, u, 1%, 3.7%, x, u, -49%, x
14: CCOC(=O)CCNC(=O)N1CCCC(C(=O)c2ccc3c(c2)OCO3)C1 (centres undefined)
    11%, i, 9%, 0%, 0.0%, 5%, -8%, 1%, 3%
15: Cc1cc(NC(=O)CSc2nc3c(cc2C#N)CCCC3)no1
    9%, x, 61%[activator], -1%, 4.1%, u, u, 25%, -4%
16: O=C(NCc1ccccc1F)C1CC(=O)N(c2ccc3c(c2)OCCO3)C1 (centres undefined)
    -1%, i, 6%, 0%, -0.2%, 1%, 17%, -6%, 3%
17: CCOC(=O)c1ccc(NC(=O)Cn2c(C)nc3c(sc(=S)n3CC)c2=O)cc1
    -10%, i, 3%, 0%, 0.0%, 1%, 11%, -1%, 9%
18: COC(=O)/C(=C1/Oc2cc(C)oc(=O)c2S1)C(F)(F)F
    5.6µM*, x, u, u, u, 5.8µM*, u, -30%, 11%
19: CCc1c(C#N)c(SCCC(=O)Nc2ccc(OC)cc2)nc2c1C(=O)CC(C)(C)C2
    -1%, i, -12%, -1%, 1.6%, 14%, -20%, -33%, -12%
20: O=C(COc1ccc(Br)cc1)Nc1ccc(Cc2ccncc2)cc1
    0%, i, -8%[11.3 µM], 5%, -0.4%, 0%, 8%, -25%, 0%

Sorted by value in Nrf2 ARE act (falling): some entries from above
#	Compound	Nrf2 ARE act
15	Cc1cc(NC(=O)CSc2nc3c(cc2C#N)CCCC3)no1	4.1%
14	CCOC(=O)CCNC(=O)N1CCCC(C(=O)c2ccc3c(c2)OCO3)C1 (centres undefined)	0.0%
20	O=C(COc1ccc(Br)cc1)Nc1ccc(Cc2ccncc2)cc1	-0.4%

Following part:
Under each structure: TGFb SMAD3 inh, S2 tox, ATXN2 expr inh, A549 viability, Nrf2 ARE act, MCF10A rerep, Nrf2 inh, HepG2 tox, EPAC2 antagonist
21: CCn1ncc(Br)c1C(=O)N(C)C12CC3CC(CC(C3)C1)C2
    -7%, u, -17%, -17%, 0.3%, u, u, -15%, 4%
22: O=C(CN(c1cccc(Br)c1)S(=O)(=O)c1ccccc1)N1CCc2ccccc2C1
    -7%, i, -21%, -1%, 7.2%, x, -26%, -7%, x
23: CC(C)c1c(C(=O)N/N=C/c2cccc(OCc3ccc(F)cc3)c2)nnn1-c1nonc1N
    u, i, -12%, -5%, 0.2%, u, u, -43%, 2%
24: CC1Cc2cc(S(=O)(=O)CCC(=O)N3CCN(c4ccccc4)CC3)ccc2N1C(=O)C1CC1 (centres undefined)
    -7%, i, -20%, -1%, 0.4%, -4%, u, -8%, 6%
25: CCOC(=O)c1cnc2cc(C(F)(F)F)ccc2c1Nc1cc(C)ccc1OC
    u, i, -9%, 4%, 0.0%, x, -2%, 7%, x
26: COc1cccc(OC)c1NC(=O)C1CCCN1C(=O)Nc1ccccc1F (centres undefined)
    25%, i, 4%, -15%, -0.4%, -9%, -24%, -9%, 5%
27: COc1ccc(NC(=O)CSc2nnc(CN3CCOCC3)n2C)cc1Cl
    6%, i, 1%, 2%, -0.7%, 2%, 5%, -13%, 15%
28: Cc1ccc(CNC(=O)c2ccccc2NS(=O)(=O)c2ccc(Cl)nc2)cc1
    16µM*, u, -10%, -8%, 0.5%, 29%, u, -34%, -5%
29: COc1ccc(C)cc1Nc1n[n+](-c2ccccc2)c(-c2ccc(SC)cc2)s1
    -20%, i, -10%, -4%, 0.1%, u, 20%, -20%, 6%
30: COc1ccc(C(=O)NCC(c2cccs2)N2CCc3ccccc32)cc1OC (centres undefined)
    -22%, i, -20%, -8%, -0.6%, -19%, u, -22%, -14%
31: Cc1ccc(C)c(S(=O)(=O)N2CCN(C(=O)CN3C(=O)NC(C)(C)C3=O)CC2)c1
    2%, i, 6%, -1%, -0.4%, 1%, -16%, -14%, 2%
32: COc1ccc(C(=O)OCC(=O)N2CCc3ccccc32)cc1S(=O)(=O)N1CCOCC1
    u, i, 6%, 7%, -0.2%, 2%, 22%, -2%, 3%
33: CCCNC(=O)c1cc(C2CCCN(C(=O)c3ccccc3)C2)on1 (centres undefined)
    -3%, i, 12%, x, -0.4%, x, x, 14%, -8%
34: COc1ccc(-c2ccc(SCC(=O)N3c4ccccc4CC3C)nn2)cc1OC (centres undefined)
    -16%, u, -4%, -12%, 1.4%, 4%, -23%, -46%, -1%
35: FC(F)(F)c1cccc(N2CCN(Cc3ccoc3)CC2)c1
    25%, i, 2%, 5%, 0.2%, 6%, x, 7%, -2%
36: NC(=O)C[n+]1cccc(/C=N/O)c1
    0%, i, -20%, 1%, -0.2%, 1%, -11%, 8%, 9%
37: Cc1ccc(C2=CC(c3ccccc3)n3ncnc3N2)c(C)c1 (centres undefined)
    -1%, i, -2%, 1%, 2.9%, 9%, 9%, 16%, 3%
38: COc1ccc(NC(=O)CCCNS(=O)(=O)c2cccs2)cc1
    -3%, i, 0%, 3%, -0.5%, 0%, 4%, -22%, 4%
39: COC(=O)c1c(C(=O)c2ccc(Br)cc2)n(C)c2ccccc12
    -21%, i, -23%, -1%, -0.5%, 12%, -6%, -12%, u
40: O=C(c1ccco1)N1CCN(CCOc2ccccc2)CC1
    0%, i, 17%, 2%, 0.0%, 2%, -1%, -3%, -2%

Under each structure: TGFb SMAD3 inh, S2 tox, ATXN2 expr inh, A549 viability, Nrf2 ARE act, MCF10A rerep, Nrf2 inh, HepG2 tox, EPAC2 antagonist
41: NC(=O)CC(NC(=O)Cc1cccc2ccccc12)c1ccc(NCCN2CCCC2)c([N+](=O)[O-])c1 (centres undefined)
    4%, u, 7%, -11%, -0.2%, -4%, 2%, 1%, -6%
42: O=C(O)CCCn1ccc2cc(S(=O)(=O)N3CCCC3)ccc21
    -3%, i, 7%, 1%, -0.6%, -1%, 5%, 4%, 10%
43: Cc1noc2ncnc(Sc3ccc(Br)cc3)c12
    u, i, -11%, 2%, 23%, 13µM*, -8%, -31%, 1%
44: Cc1ccc(CNC(=O)C2CCCN2C(=O)Nc2ccc(C)cc2)cc1 (centres undefined)
    4%, i, 9%, 0%, 0.0%, -10%, -1%, 17%, 7%
45: CCOC(=O)c1cc(OC(=O)c2ccc(C)cc2)n(-c2ccccc2)n1
    -16%, i, 52%[activator], 1%, 0.3%, x, 3%, -49%, x
46: CSc1nc(N2CCOCC2)c2c(c1C#N)CCCCC2
    u, i, -5%, -1%, -0.4%, 4%, -25%, -4%, -21%
47: COc1cccc(NC(=O)CN(C)C(=O)Cc2ccc3c(c2)CCC3)c1
    -8%, i, 0%, -10%, -0.3%, 2%, -22%, 1%, -1%

Some values from the results shown:
For ATXN2 expr inh, `O=C(O)CCCn1ccc2cc(S(=O)(=O)N3CCCC3)ccc21` reads 7%
For ATXN2 expr inh, `CCc1c(C#N)c(SCCC(=O)Nc2ccc(OC)cc2)nc2c1C(=O)CC(C)(C)C2` reads -12%
For A549 viability, `CC(C)c1c(C(=O)N/N=C/c2cccc(OCc3ccc(F)cc3)c2)nnn1-c1nonc1N` reads -5%
For EPAC2 antagonist, `CCn1ncc(Br)c1C(=O)N(C)C12CC3CC(CC(C3)C1)C2` reads 4%
For EPAC2 antagonist, `O=C(O)CCCCCNS(=O)(=O)c1cccc2nsnc12` reads 5%
For TGFb SMAD3 inh, `Cc1ccc(CNC(=O)c2ccccc2NS(=O)(=O)c2ccc(Cl)nc2)cc1` reads 16µM*
For A549 viability, `CCOC(=O)c1ccc(NC(=O)Cn2c(C)nc3c(sc(=S)n3CC)c2=O)cc1` reads 0%
